Mtb RmlCD inh = M. tuberculosis RmlC/RmlD inhibition. inhibition, % at 3.6 µM. actives 0.03% (n = 160,000). AID 1533. RmlC+RmlD coupled enzyme assay, percent inhibition; primary screen in compound mixtures. P9WH09+P9WH11; in the data active = inhibition mostly above about 34%, no sharp cut-off; also: some results filed as inactive read as strong as hits
Target sequence (P9WH09 whole entry, looked up): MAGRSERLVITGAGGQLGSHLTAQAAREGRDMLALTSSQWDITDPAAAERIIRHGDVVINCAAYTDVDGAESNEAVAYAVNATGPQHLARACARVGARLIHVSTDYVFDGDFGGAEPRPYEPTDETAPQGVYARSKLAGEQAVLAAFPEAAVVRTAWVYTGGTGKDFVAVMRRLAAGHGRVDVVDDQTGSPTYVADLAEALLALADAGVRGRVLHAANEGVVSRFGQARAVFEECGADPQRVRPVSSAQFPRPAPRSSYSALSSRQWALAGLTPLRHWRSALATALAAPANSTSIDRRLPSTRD
Target sequence (P9WH11 whole entry, looked up): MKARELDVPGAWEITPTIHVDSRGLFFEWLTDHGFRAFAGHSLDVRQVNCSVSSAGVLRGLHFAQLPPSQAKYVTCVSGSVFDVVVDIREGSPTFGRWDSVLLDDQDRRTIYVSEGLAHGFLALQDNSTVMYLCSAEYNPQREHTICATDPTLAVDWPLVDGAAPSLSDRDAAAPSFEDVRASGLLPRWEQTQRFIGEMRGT
M. tuberculosis GlmU = inhibition of mycobacterial GlmU enzyme – biochemical, glucosamine-1-phosphate acetyltransferase (AID 1376); M. tuberculosis GlmU acetyltransferase enzyme assay; higher % means a stronger effect; inhibition, %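 (tested at 30 µM in the primary screen)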; hits with a dose series show IC50 in µM; actives 0.25% (n = 220,000); in the data active = inhibition above about 13%;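 also: 0% = complete reaction with vehicle and 100% = reaction without substrate; strong numbers were not always called active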
Active calls of the source: *; / = not tested or not shown.

SMILES | Mtb RmlCD inh | M. tuberculosis GlmU
CCN(CC)S(=O)(=O)c1ccc(NC(=O)COC(=O)c2c[nH]c(=O)[nH]c2=O)cc1 | / | 6.2%
CN(C)S(=O)(=O)c1cc(NC(=O)CN2CCN(c3ccccc3F)CC2)ccc1Cl | 8 | 3.9%
CC(NCCC1(Cc2ccccc2Cl)CCOC(C)(C)C1)c1cccs1 (stereo not given) | 8 | -3.7%
CCn1c(CNC(=O)Cc2ccc(OC)cc2)nnc1SCC(=O)c1ccccc1 | -12 | 4.5%
CCN(Cc1ccccc1)C(=O)COC(=O)c1n[nH]c2ccccc12 | / | 3.9%
CCN(CC(=O)O)S(=O)(=O)c1cc(Cl)ccc1Cl | 7 | 0.4%
COc1ccc(CCCC(=O)N/N=C/c2ccccc2OC)cc1 | 5 | 1.7%
COc1ccc(NC2CC(=O)NC2=O)cc1 (stereo not given) | 12 | -4.2%
CCN(CC)CCCNC(=O)CC1Oc2ccc(C)cc2NC1=O (stereo not given) | / | 6.8%
CCOc1ccccc1C1C(C(=O)Nc2ccccc2OC)=C(C)Nc2nc(CCCO)nn21 (stereo not given) | -5 | -3.5%
CC(C)(C)OC(=O)N[C@@H](Cc1ccccc1)[C@H](O)c1ccco1 | / | -1.9%
CC(C(=O)NCc1ccc2c(c1)OCO2)c1ccc([N+](=O)[O-])cc1 (stereo not given) | / | -0.2%
O=C(COc1ccc(S(=O)(=O)NC2CCCC2)cc1)NCC1CCCO1 (stereo not given) | -14 | -3.7%
Cn1cccc1Cc1nnc(SCC(=O)NCc2ccc(F)cc2)n1-c1ccc(F)cc1 | / | 1.1%
Fc1ccccc1-c1csc(=Nc2cccnc2)n1CC1CCCO1 (stereo not given) | 31 | -2.7%
Cc1ccc(OCC(=O)Nc2cccc(S(=O)(=O)N3CCCCC3)c2)c([N+](=O)[O-])n1 | 10 | -2.9%
CCOc1ccccc1OCCC(=O)OCC(=O)c1ccc[nH]1 | 9 | -2.4%
CC1(OC(=O)CCc2ccccc2)C(=O)C=C2C=C(c3ccc(C#N)cc3)N(Cc3ccco3)C=C2C1=O (stereo not given) | / | 0.8%
COc1cc(OC)cc(C(=O)NNC(=O)c2ccc(S(=O)(=O)N(C)c3ccccc3OC)cc2)c1 | 3 | -0.9%
O=C(CN1C(=O)c2ccccc2C1=O)NCCOc1ccccc1 | -11 | 0.0%
CN(C(=O)C1CCCO1)c1nnc(-c2ccncc2)s1 (stereo not given) | / | -4.6%
N#Cc1c(-c2ccccc2)nc(SCC(=O)NC2CCCCC2)[nH]c1=O | / | -6.5%
Cc1cccc(C2c3[nH]c4ccccc4c3CCN2C(=O)c2cn(C)c3ccccc3c2=O)n1 (stereo not given) | 10 | 3.0%
Cc1ccc(NC(=O)CSc2nnc(-c3cccs3)n2Cc2ccco2)cc1 | 37 | -1.6%
CCCOc1ccc(NC(=O)C2OC3OC(C)(C)OC3C3OC(C)(C)OC23)cc1 (stereo not given) | 6 | 2.5%
CC(C)NC(=O)Cn1c(SCC(=O)c2ccc(F)cc2)nc2ccccc21 | / | -0.8%
O=C(O)c1ccc2cccnc2c1O | / | 1.0%
Cc1cc(C)c(N(C(=O)Cn2nnc3ccccc32)C(C(=O)NC(C)(C)C)c2ccsc2)c(C)c1 (stereo not given) | -6 | -1.4%
O=C(O)c1cc(S(=O)(=O)N2CCCCC2)sc1Cl | 12 | 8.3%
O=C1/C(=C/c2ccncc2)SC(=S)N1Nc1ccccc1 | / | 1.8%
CC(c1ccccc1)N1C(=O)c2ccc(C(=O)NCc3ccco3)cc2C1=O (stereo not given) | 23 | 2.0%
CC(=O)Nc1ccccc1NC(=O)C/C(C)=N/NC(=O)c1ccccn1 | -1 | 1.5%
CCOC(=O)C1(Cc2cccc(OC)c2)CCN(Cc2cccc(OC)c2OC)CC1 | -14 | -2.0%
N/N=C(\c1ccccc1)C12CN3CN(CN(C3)C1)C2 | -5 | 2.9%
Cc1cc2cc(C(c3nnnn3Cc3ccco3)N3CCc4ccccc4C3)c(=O)[nH]c2cc1C (stereo not given) | / | 4.0%
COc1cc2c(cc1OC)CN(S(=O)(=O)c1cccs1)CC2 | / | 3.5%
O=c1[nH][nH]c(C(F)(F)F)c1C=Nc1ccccc1Cl | / | -3.1%
O=S(=O)(Nc1ccc(Cc2ccncc2)cc1)c1ccc(Br)cc1 | -10 | /
Cc1cc(=O)n2c3ccccc3n(CC(O)CN3CCOCC3)c2c1C#N (stereo not given) | -8 | -4.5%
Oc1c(C(c2ccc(F)cc2)N2CCc3ccccc3C2)sc2ncnn12 (stereo not given) | 6 | -6.7%
C/C(=N\NC(=O)c1c[nH]c2ccccc12)c1ccc2c(c1)OCO2 | 2 | -4.1%
NC1=NC(=O)C(CC(=O)NCc2ccccc2)S1 (stereo not given) | -12 | -4.4%
CC(=O)Nc1ccc(N(C(=O)Cc2c[nH]c3ccccc23)C(C(=O)NC2CCCCC2)c2ccco2)cc1 (stereo not given) | 0 | 1.5%
O=S1(=O)CCC(N=Cc2cc(Br)ccc2O)C1 (stereo not given) | 10 | -0.4%
CN(C)c1ccc(NC(=O)CCn2c(=S)oc3ccccc32)cc1 | 11 | -4.2%
COCCSc1ccccc1C(=O)Nc1cc(C)on1 | / | -1.7%
CCCn1nc(NC(=O)c2ccccn2)c2cc3cc(C)ccc3nc21 | / | -0.3%
O=C(/C=C/c1ccco1)NCC(=O)N/N=C/c1ccc(Cl)cc1 | -2 | 3.8%

Sorted by SMILES length (largest number first): part of the list above.
SMILES | Mtb RmlCD inh | M. tuberculosis GlmU
CC(=O)Nc1ccc(N(C(=O)Cc2c[nH]c3ccccc23)C(C(=O)NC2CCCCC2)c2ccco2)cc1 (stereo not given) | 0 | 1.5%
COc1cc(OC)cc(C(=O)NNC(=O)c2ccc(S(=O)(=O)N(C)c3ccccc3OC)cc2)c1 | 3 | -0.9%
CCN(CC)S(=O)(=O)c1ccc(NC(=O)COC(=O)c2c[nH]c(=O)[nH]c2=O)cc1 | / | 6.2%
CCOc1ccccc1C1C(C(=O)Nc2ccccc2OC)=C(C)Nc2nc(CCCO)nn21 (stereo not given) | -5 | -3.5%
Cn1cccc1Cc1nnc(SCC(=O)NCc2ccc(F)cc2)n1-c1ccc(F)cc1 | / | 1.1%
CC(C(=O)NCc1ccc2c(c1)OCO2)c1ccc([N+](=O)[O-])cc1 (stereo not given) | / | -0.2%
CC(C)(C)OC(=O)N[C@@H](Cc1ccccc1)[C@H](O)c1ccco1 | / | -1.9%
CC(C)NC(=O)Cn1c(SCC(=O)c2ccc(F)cc2)nc2ccccc21 | / | -0.8%
Cc1cc(=O)n2c3ccccc3n(CC(O)CN3CCOCC3)c2c1C#N (stereo not given) | -8 | -4.5%
O=C(/C=C/c1ccco1)NCC(=O)N/N=C/c1ccc(Cl)cc1 | -2 | 3.8%
O=S(=O)(Nc1ccc(Cc2ccncc2)cc1)c1ccc(Br)cc1 | -10 | /
Fc1ccccc1-c1csc(=Nc2cccnc2)n1CC1CCCO1 (stereo not given) | 31 | -2.7%
CCN(CC(=O)O)S(=O)(=O)c1cc(Cl)ccc1Cl | 7 | 0.4%
CN(C(=O)C1CCCO1)c1nnc(-c2ccncc2)s1 (stereo not given) | / | -4.6%
COc1ccc(NC2CC(=O)NC2=O)cc1 (stereo not given) | 12 | -4.2%

(further entries)
SMILES | Mtb RmlCD inh | M. tuberculosis GlmU
CCOC(=O)c1c(C)[nH]c(NC(=O)Nc2c(C)n(C)n(-c3ccccc3)c2=O)c1C | -2 | 0.5%
N#C/C(=C\c1ccncc1)c1nc2ccccc2[nH]1 | 34* | -1.4%
Cc1ccc(N2CC(C(=O)OCC(=O)C(C)(C)C)CC2=O)cc1 (stereo not given) | 4 | -0.2%
Cc1cccc(NC(=O)C2CCCN2C(=O)NC2CCCCC2)c1 (stereo not given) | -11 | 2.2%
Cc1sc2ncnc(N[C@@H](CCC(=O)O)C(=O)O)c2c1C | 3 | 1.1%
Cc1ccc(C(=O)Nc2cccnc2)cc1S(=O)(=O)N1CCOCC1 | 15 | 3.0%
COc1ccc(N2CCN(C(=O)Cc3ncc(C(F)(F)F)cc3Cl)CC2)cc1 | 5 | 2.0%
CC(=O)NC1CC2CCCC(C1)N2 (stereo not given) | / | 0.7%
CCCCNC(=O)N(C)c1nc2ccccc2s1 | -15 | 4.7%
COc1ccc(CC(=O)N2N=C(c3ccncc3)CC2(O)C(F)(F)F)cc1 (stereo not given) | -9 | 4.2%
Cc1ccc(C)c(NC(=S)NCCc2cnc[nH]2)c1 | -15 | 11%
CCOC(=O)N1CCN(CC(=O)Nc2c(C(=O)OC)[nH]c3cc(C)ccc23)CC1 | / | -2.9%
c1ccc(-c2cc3c(N4CCN(c5ccccc5)CC4)ncnc3s2)cc1 | 12 | -11%
Cc1c(C(=O)Nc2ccc3c(c2)CCC3)cccc1[N+](=O)[O-] | -5 | 2.1%
CCCCOP(=O)(OCCCC)/C(C#N)=C(/C)O | 2 | 0.5%
COCCNC(=O)/C(C#N)=C\c1ccc(CNS(=O)(=O)c2ccc(C)cc2)o1 | / | 1.0%
CCOc1ccc2nc(C(=O)N3CCCC(C)C3)sc2c1 (stereo not given) | 17 | -3.8%
CC(C)=CCN1CCN(Cc2cccn2-c2ncccn2)CC1CCO (stereo not given) | -10 | -2.3%
CCN(CC)CCC(c1ccc2c(c1)OCO2)c1c(OC)cc(OC)c2c(-c3ccccc3)cc(=O)oc12 (stereo not given) | / | -11%
CCC(C)(C(=O)NC1CCCC1)N(Cc1ccco1)C(=O)Cc1cccs1 (stereo not given) | / | -4.8%
COc1ccc(CCNCc2ccc(OCc3ccc(Cl)nc3)c(OC)c2)cc1OC | / | -5.9%
Cc1ccc(/C=C/C(=O)C2C(=O)c3ccccc3C2=O)cc1 | -7 | -0.1%
Cc1cc(C)n2nc(S(=O)(=O)N(C)Cc3ccccc3)nc2n1 | 6 | -3.5%
COc1ccc(N2C(=O)c3ccccc3NC23C(=O)N(C)c2ccccc23)cc1 (stereo not given) | / | 3.1%
N#Cc1cc(NC(=O)c2ccc(F)cc2)c(=O)n2c1[nH]c1ccccc12 | 1 | 4.4%
Cc1ccc(S(=O)(=O)N2CCCC2C(=O)OCc2nc3sc(C)c(C)c3c(=O)[nH]2)cc1 (stereo not given) | -12 | -3.9%
C/C=C/c1ccc(OCCOc2ccc(C=O)cc2OC)c(OC)c1 | 22 | -7.2%
COC(=O)c1c(C)oc(C)c1S(=O)(=O)NCc1ccc(Cl)cc1 | 22 | 1.6%
COc1cc(C2c3c(oc4ccccc4c3=O)C(=O)N2Cc2ccco2)ccc1O (stereo not given) | / | -3.6%
CCCCCCn1c(=O)c(C(=O)Nc2c(C)n(C)n(-c3ccccc3)c2=O)c(O)c2ccccc21 | 4 | -0.9%
CCCC(=O)NC(NC(=S)Nc1ccc(N=Nc2ccccc2)cc1)C(Cl)(Cl)Cl (stereo not given) | -10 | 0.7%
CCOc1cccc(N(C(=O)C2COc3ccccc3O2)C(C(=O)NC2CCCCC2)c2ccc(O)cc2)c1 (stereo not given) | -7 | -0.8%
COc1ccc(-c2nn(C)c(=O)c3ccccc23)cc1NC(=O)COc1ccccc1 | 4 | 6.9%
O=C(CN1C(=O)C2C3C=CC(C3)C2C1=O)Nc1nc2ccccc2[nH]1 (stereo not given) | / | 0.5%
Cc1ccc2c(c1)c1ncnc(N3CCc4ccccc4C3)c1n2C | 3 | 0.5%
COC(=O)c1ccc(Cc2ccc(C(=O)OC)o2)o1 | -4 | 0.2%
CC1=Nn2c(nc(-c3ccccc3)c2-c2ccccc2)N(CC(N)=O)C(=O)C1 | / | 1.3%
CCOC(=O)c1sc(N)c(C#N)c1CSc1nc2ccc(C)cc2[nH]1 | 5 | 6.9%
CCCn1c(N)c(C(=O)CSc2nnc(-c3cccnc3)n2-c2ccc(C)cc2C)c(=O)[nH]c1=O | 5 | 2.4%
CCCCCCCC1CC(=O)C=C(C)C1C(=O)OCC (stereo not given) | -3 | /
CCOc1ccc(N(CC(=O)NC(C)(C)C)C(=O)c2ccco2)cc1 | 2 | 3.1%
O=C(Cc1ccc(F)cc1)OCC(=O)c1cc2ccccc2o1 | 7 | -0.7%
COc1cc(/C=N/NC(=O)C(=O)NCc2cccnc2)ccc1O | 6 | 5.0%
CN1CCN(c2oc(COc3ccc(-c4ccccc4)cc3)nc2C#N)CC1 | / | -2.5%
CCOC(=O)N1CCN(S(=O)(=O)c2ccc3c(c2)OCC(=O)N3)CC1 | 11 | -4.9%
CN(C)C(=O)Nc1ccccc1 | 14 | 4.3%
CCN1C=C(C(=O)OC)C(c2cccc(C)c2)C(C(=O)OC)=C1 | -20 | -1.3%
O=C(CSc1ccccc1C(=O)O)NCc1ccc(Cl)cc1 | -8 | -1.2%
COc1ccc(NC(=O)c2cccnc2N2CCCCC2)cc1 | / | -3.3%
COc1ccc(-n2c(-c3cc(-c4ccccc4)sc3N)n[nH]c2=S)cc1 | -10 | -0.7%
CCc1ccc(N2C(=O)CC(N3CCN(c4ccccn4)CC3)C2=O)cc1 (stereo not given) | -15 | -1.8%
COc1ccccc1C(=O)Nc1cccc(NC(C)=O)c1 | / | -5.3%
O=C(OCc1nc2ccccc2s1)c1cccs1 | 5 | 2.8%
CN(C)CC1CCCCC1OC(=O)c1ccc(Cl)c(Cl)c1 (stereo not given) | 0 | 0.1%
Cc1oc(-c2ccc(F)cc2F)nc1CN1C[C@@H]2C[C@@H](C1)c1cccc(=O)n1C2 | -10 | 0.4%
O=C(/C=C/c1ccc2c(c1)OCO2)Nc1nncs1 | 9 | -3.8%

Two neighbouring compounds from above:
SMILES | Mtb RmlCD inh | M. tuberculosis GlmU
Cc1oc(-c2ccc(F)cc2F)nc1CN1C[C@@H]2C[C@@H](C1)c1cccc(=O)n1C2 | -10 | 0.4%
O=C(/C=C/c1ccc2c(c1)OCO2)Nc1nncs1 | 9 | -3.8%

From PubChem BioAssay

The list is partial, so the mix of outcomes need not match the whole.
